DDE Tn6 FP inh = inhibitors of Tn6 peptide binding to human fibrin DD(E). Fibrin DD(E) TRITC-Tn6 fluorescence polarization displacement. inhibition, % at 8.3 µM. 0.21% of 370,000 active;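 active = inhibition above a per-campaign cutoff: mean of compounds within control limits plus 3 SD, cut at about 15% in these data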;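 also: 0% = median of all compound wells on the plate and 100% = blocking peptide control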
Target sequence (P02675 whole entry, looked up): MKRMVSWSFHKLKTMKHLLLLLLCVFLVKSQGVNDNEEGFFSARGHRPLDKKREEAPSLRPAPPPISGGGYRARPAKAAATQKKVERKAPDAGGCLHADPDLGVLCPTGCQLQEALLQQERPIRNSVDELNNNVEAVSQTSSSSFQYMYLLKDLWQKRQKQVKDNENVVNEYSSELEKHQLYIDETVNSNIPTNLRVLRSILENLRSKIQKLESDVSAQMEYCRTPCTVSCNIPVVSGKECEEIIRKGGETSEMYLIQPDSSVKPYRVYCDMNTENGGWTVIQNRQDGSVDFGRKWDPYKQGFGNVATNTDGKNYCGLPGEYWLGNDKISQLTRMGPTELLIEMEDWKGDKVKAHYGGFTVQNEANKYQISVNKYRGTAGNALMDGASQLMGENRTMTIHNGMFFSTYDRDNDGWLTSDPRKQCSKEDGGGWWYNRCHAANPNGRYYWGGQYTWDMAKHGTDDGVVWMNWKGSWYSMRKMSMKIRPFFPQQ
ASAP1 GAP inh = inhibitors of human ASAP1 ArfGAP activity; ASAP1-stimulated ARF1 GTP hydrolysis, GDP FP detection; 0.19% of 360,000 active; Q9ULH1; inhibition, % at 16.5 µM; in the data active = inhibition above about 25%;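 also: 0% = vehicle with enzyme and substrate and 100% = no enzyme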
proKLK7 act = activators of human kallikrein-7 zymogen; P49862; 0.9% of 370,000 active; activation, % at 7 µM; purified proKLK7, EDANS-DABCYL substrate fluorescence; 100% is mature enzyme control, 0% vehicle; AID 652039;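 active = activation above the mean of all tested compounds plus 3 SD, computed per campaign excluding outliers beyond control limits, cut at about 13% in these data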
Target sequence (P49862 whole entry, looked up): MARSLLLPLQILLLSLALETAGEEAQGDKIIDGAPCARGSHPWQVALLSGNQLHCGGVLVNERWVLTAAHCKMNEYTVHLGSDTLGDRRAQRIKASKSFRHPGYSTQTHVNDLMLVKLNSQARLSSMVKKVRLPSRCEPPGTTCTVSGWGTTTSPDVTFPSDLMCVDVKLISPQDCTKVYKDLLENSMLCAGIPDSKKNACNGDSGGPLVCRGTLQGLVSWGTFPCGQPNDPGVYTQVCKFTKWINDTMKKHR
ADAM17 inh = inhibitors of human ADAM17; P78536; recombinant ADAM17, EDANS/DABCYL FRET peptide cleavage; inhibition, % at 6.95 µM; 0.83% of 370,000 active; AID 720648;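 active = inhibition above the mean of compounds lying between control limits plus 3 SD, set per campaign, cut at about 8.5% in these data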;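 also: 0% = DMSO-only wells as the low control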
PLCg1 inh = inhibitors of human phospholipase C gamma1; P19174; purified PLC-gamma1, fluorogenic substrate, fluorescence; inhibition, % at 12.2 µM; 0.84% of 370,000 active; AID 720700; in the data active = inhibition above about 9.5%
DDE Tn7 FP inh = disrupts Tn7 cyclic peptide binding to fibrin D-Dimer-E complex | P02675 | FP displacement of FITC-Tn7 peptide from fibrin DD(E); 0% = median of compound wells per plate | inhibition, % at 8.3 µM | 0.13% of 370,000 active;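 active = inhibition above the mean of compounds falling within the control limits plus 3 SD of them, cut at about 14% in these data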;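 also: 0% = plate median of compound wells and 100% = 10 µM Aha-Tn7 peptide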
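Assay system: human fibrin DD(E) protein / Input: 2 µM fibrin DD(E) / Benchmarks: high control of 10 µM Aha-Tn7 peptide / Measured by: fluorescence polarization of the labelled Tn7 tracer / Medium: Tris buffer with calcium and detergent, pH 7.8 / Timing: 10 min compound pre-incubation, 3 h probe incubation at room temperature / Repeats: one replicate per compound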
PLC-beta3 inh = blocks human PLC-beta3 enzyme activity. Purified PLC-beta3, fluorogenic substrate, fluorescence. inhibition, % at 12.2 µM. 0.18% of 370,000 active. AID 720704; in the data active = inhibition above about 11%;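 also: 0% = median of compound wells on plate and 100% = full blocker control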
ARFGAP1 inhibitor = rat ARFGAP1 inhibition; Q62848; Arfgap1-stimulated ARF1 GTP hydrolysis, GDP FP detection; inhibition, % at 16.5 µM; 0.26% of 360,000 active; AID 651572;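 active = inhibition above a per-plate limit, mean inhibition of low control wells plus 3 SD, cut at about 25% in these data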;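 also: 0% = DMSO wells with enzyme and 100% = wells lacking Arfgap1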
Target sequence (Q62848 1-136 limits assumed): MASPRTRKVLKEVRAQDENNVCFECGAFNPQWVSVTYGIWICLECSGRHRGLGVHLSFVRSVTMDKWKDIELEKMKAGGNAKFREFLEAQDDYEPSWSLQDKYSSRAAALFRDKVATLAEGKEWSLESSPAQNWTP
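Replicates: Single well per compound | Assay system: Truncated rat Arfgap1 GAP domain | Control set: No-Arfgap1 wells (100%) versus DMSO full-reaction wells (0%) | Times: Enzyme reaction 120 min at 25 °C after 20 min preincubation | Reagent: Human ARF1(Δ1-17)-GTP substrate | Measured by: Tracer-displacement fluorescence polarization with EDTA stop, 620/688 nm | Measure: Percent inhibition of Arfgap1-stimulated GTP hydrolysis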
MBD2 DNA inh = MBD2-methylated oligo binding inhibition; Q9UBB5; TR-FRET, MBD2 binding to methylated oligonucleotide; inhibition, % at 4.4 µM; 0.31% of 370,000 active; AID 686964; in the data active = inhibition above about 13%
UHRF1 MBD2 ctr = UHRF1 methyl-DNA binding inhibition; Q96T88; UHRF1 binding to methylated oligo, TR-FRET; inhibition, % at 4.4 µM; 0.75% of 370,000 active; AID 687016; in the data active = inhibition above about 21%;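 also: UHRF1 SRA domain binding a hemimethylated CpG hairpin DNA probe; 0% = median of test compound wells and 100% = reference inhibitor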
* = called active by the depositor; i = inactive.

SMILES	DDE Tn6 FP inh	ASAP1 GAP inh	proKLK7 act	ADAM17 inh	PLCg1 inh	DDE Tn7 FP inh	PLC-beta3 inh	ARFGAP1 inhibitor	MBD2 DNA inh	UHRF1 MBD2 ctr
Cc1ccc(NC(=O)c2ccc(Cl)c(S(=O)(=O)Nc3c(C)n(C)n(-c4ccccc4)c3=O)c2)cc1Cl	-1	6	0.3	4	-3	0	-11	7	0	2
NCCCCC(N)c1cn([C@@H](CCC(=O)O)C(=O)N2CCNCC2)nn1 (some centres not stated)	-5	-6	0.2	0	0	-3	13*	1	7	9
CCCC(=O)Nc1ccc(C(=O)NN=C(C2CC2)C2CC2)cc1	-2	-1	-0.1	2	-1	-12	0	-6	4	2
COCCCN1C(=O)C(=O)/C(=C(/O)c2ccc(S(=O)(=O)N3CCOCC3)cc2)C1c1ccc(C(C)C)cc1 (configuration not stated)	5	5	0.6	-2	1	0	-3	11	-7	-2
COc1ccc(C(=O)OCc2cc(=O)oc3c(C)c(C)ccc23)cc1S(=O)(=O)N1CCOCC1	-14	21	0.3	6	0	-2	-3	-6	-1	4
C=CCn1c(N)c(C(=O)NC2CCCCC2)sc1=S	2	-17	0.3	-4	1	9	1	9	1	-1
Cc1oncc1C(=O)N1CCCC(CO)(Cc2ccc(F)cc2F)C1 (configuration not stated)	-2	-2	-0.9	1	3	5	0	1	-1	3
Cn1nnnc1SCC(=O)N1CCN(S(=O)(=O)c2ccccc2)CC1	6	8	0.1	-4	0	1	-2	6	2	0
CCCNC(=O)c1cc(C2CCCN(S(=O)(=O)c3cccs3)C2)on1 (configuration not stated)	9	-15	0.1	1	3	-5	8	9	0	1
Cc1ccc(C(=O)Cn2nc(C)c([N+](=O)[O-])c2C)c(C)c1	3	7	0.0	-1	-2	0	-8	-12	-3	-1
CCOCCn1c(CCCO)nc2ccccc21	-1	-4	0.2	-4	0	-1	3	-11	2	1
CCn1c(SCC(=O)N(C)c2ccccc2)nc2c([nH]c3ccccc32)c1=O	0	12	0.5	4	1	-2	-6	-5	-6	1
Cc1ccnc(NC(=O)CCCOc2ccc(Cl)cc2C)c1	7	8	0.0	3	-13	-7	-13	-6	-2	0
Cc1cnc(CN(C)C(=O)c2cc(COc3c(F)cccc3F)on2)[nH]1	5	-6	-0.6	0	0	-4	-2	5	-1	-1
Nc1ccc2nn(-c3ccccc3)nc2c1	-5	12	30*	-96	i	2	i	10	3	-1
CC(C)c1ccc(NC(=O)NN2CCOCC2)cc1	5	3	-0.2	-3	0	-2	0	-6	6	0
CCCCN(C(=O)c1cccc(C)c1)c1c(N)n(CCC)c(=O)[nH]c1=O	-1	-4	0.1	-5	2	-2	-10	16	-5	2
Cc1cc(C)c2oc(-c3ccc(Cl)c(NC(=O)c4ccc(C#N)cc4F)c3)nc2c1	5	3	-0.1	-2	0	-3	1	6	2	9
CC(=O)NC(CCS(C)(=O)=O)C(=O)Nc1ccccc1Cl (configuration not stated)	-10	20	0.0	-1	0	-4	4	7	3	6
Cc1cc(C(O)c2ncc(-c3ccccc3Cl)[nH]2)ccc1F (configuration not stated)	3	8	0.2	-1	0	1	1	9	-1	-1
O=C(NC1CCCN(CCc2ccccc2)C1)c1c(F)cccc1F (configuration not stated)	8	15	0.2	-2	-4	3	-6	-12	0	-1
O=c1oc2ccccc2n1CCc1ccccc1	12	-4	0.5	1	2	2	-2	-23	5	3
COc1cccc(NC(=O)NNC(=O)c2ccc3c(c2)NC(=O)C(C)(C)O3)c1	-3	0	-0.8	-5	1	-5	-8	-5	-3	-2
CCCCc1ccc(S(=O)(=O)NC(=O)C2(C)CCN2C(=O)CC2CC2)cc1 (configuration not stated)	7	4	0.0	1	1	2	-2	16	4	4
O=C1CN(c2nc(-c3ccccc3)c3ccccc3n2)c2ccccc2N1	-5	-16	0.0	-6	-16	-7	-11	-2	3	1

Complete entries as entered above. Order of screens: DDE Tn6 FP inh, ASAP1 GAP inh, proKLK7 act, ADAM17 inh, PLCg1 inh, DDE Tn7 FP inh, PLC-beta3 inh, ARFGAP1 inhibitor, MBD2 DNA inh, UHRF1 MBD2 ctr
Record of CCCCN(C(=O)c1cccc(C)c1)c1c(N)n(CCC)c(=O)[nH]c1=O : -1, -4, 0.1, -5, 2, -2, -10, 16, -5, 2
Record of Cc1oncc1C(=O)N1CCCC(CO)(Cc2ccc(F)cc2F)C1 (configuration not stated) : -2, -2, -0.9, 1, 3, 5, 0, 1, -1, 3
Record of CC(=O)NC(CCS(C)(=O)=O)C(=O)Nc1ccccc1Cl (configuration not stated) : -10, 20, 0.0, -1, 0, -4, 4, 7, 3, 6
Record of O=C(NC1CCCN(CCc2ccccc2)C1)c1c(F)cccc1F (configuration not stated) : 8, 15, 0.2, -2, -4, 3, -6, -12, 0, -1

New compounds follow:
SMILES	DDE Tn6 FP inh	ASAP1 GAP inh	proKLK7 act	ADAM17 inh	PLCg1 inh	DDE Tn7 FP inh	PLC-beta3 inh	ARFGAP1 inhibitor	MBD2 DNA inh	UHRF1 MBD2 ctr
CC(C)OC(=O)c1cc2c(ccn2C)n1CC(=O)N(Cc1ccccc1)c1ccc(F)cc1	-3	9	-0.3	3	-24	-3	-30	-2	0	0
COc1cccc(NC(=O)CNC(=O)c2ccccc2)c1	-2	-7	-0.4	-2	1	3	3	-5	3	0
O=C(NCc1ccco1)c1ccccc1O	5	14	-5.0	-26	-3	-2	-15	3	-4	4
CN(C(=O)CSc1nc2cc([N+](=O)[O-])ccc2n1-c1ccc(F)cc1)C1CCS(=O)(=O)C1 (configuration not stated)	-6	10	0.0	-1	2	4	-2	19	-5	1
CCOC(=O)C1(C)CCCN1C(=O)c1cc(F)ccc1C (configuration not stated)	9	5	0.2	-3	1	5	0	0	2	0
O=C(NN=Cc1cc(Br)c(O)c(Br)c1)c1ccccc1NS(=O)(=O)c1cccs1	-2	5	-1.1	-28	i	1	i	-14	-4	-1
Cc1ccc(S(=O)(=O)Nc2ccc(N3CCOCC3)nc2)cc1	-3	6	1.1	-4	-5	0	-6	10	0	1
COc1ccccc1CNC(=O)CCNS(=O)(=O)c1ccc2c(c1)CC(C)N2C(C)=O (configuration not stated)	0	-4	0.3	-4	1	8	-5	1	2	1
COc1ccc2[nH]c3c(c2c1)CCN1C(=O)C(CC(=O)NCc2cccc(C(F)(F)F)c2)C[C@H](C(=O)N2CCCCC2)[C@@]31CCc1ccccc1 (some centres not stated)	5	-7	-0.5	-4	0	5	3	5	1	-2
O=C(COC(=O)[C@H](Cc1ccccc1)NC(=O)c1cccs1)Nc1c(Cl)cccc1Cl	5	4	-0.2	2	5	-3	2	2	-3	-4
Oc1ccc(Br)cc1C=Nc1ccc(Cl)cc1	-5	10	-0.1	-1	0	-5	3	8	-5	-3
C=CCSC1=Nc2cc(OC)c(OC)cc2C2=NC(=O)CN12	7	14	-7.3	-50	-89	3	-121	7	-1	1
COc1ccc(-n2cnc3ccccc32)cc1	4	6	0.2	-1	4	1	4	2	-3	-2
O=C(/C=C/Nc1cccc(O)c1)c1ccccc1	5	-16	0.4	-1	-32	3	-48	-10	2	-4
CC(=O)N1C[C@H]2CON(C)[C@H]2C[C@H]1c1ccc(-c2ccc(C#N)cc2)cc1	4	1	0.0	-3	-2	5	0	1	-1	-2
CNc1cncc(-c2cc(OC)c(OC)c(OC)c2)n1	-10	8	25*	i	-450	5	i	10	8	-1
O=C(CSc1ccccc1)N1CCCC(Nc2ccccc2)C1 (configuration not stated)	8	-14	-0.1	-7	-2	5	-9	11	-6	-3
CCOC(=O)c1sc(N)c(C(=O)Nc2ccccc2)c1C	5	18	0.3	-3	-2	-2	-8	6	-7	0
O=C(Nc1ccc(Cl)c(C(F)(F)F)c1)C1Cc2c(-c3ccccc3Oc3ccccc3)ccnc2O1 (configuration not stated)	-3	4	0.6	0	-3	3	-1	4	2	2
CN(C)CC(=O)c1ccc(-c2ccccc2)cc1	0	13	0.0	-4	-3	-7	-7	-3	-3	0
COc1ccc(OC)c(C(C)NC(=O)c2ccc(Br)cc2)c1 (configuration not stated)	-4	8	-0.2	1	1	0	0	10	2	-2
O=C(CSc1nc2ccccc2n1CC(=O)N1CCCC1)N1CCN(C(=O)c2ccco2)CC1	0	14	0.1	0	5	-5	3	1	5	-2
Cc1ccc(NC(=S)NC(NC(=O)C(C)(C)C)C(Cl)(Cl)Cl)c(C)c1 (configuration not stated)	-4	-8	0.4	-2	0	2	3	4	-2	-2
COc1ccc(N(C)S(=O)(=O)c2ccc3c(c2)NC(=O)CC(=O)N3)c(OC)c1	3	-10	0.0	0	1	-3	-6	6	0	0
COc1ccc(-c2[nH]ncc2CN2CCCO2)c(F)c1	4	-23	-0.3	-4	1	2	-5	2	0	-2
Following part:
SMILES	DDE Tn6 FP inh	ASAP1 GAP inh	proKLK7 act	ADAM17 inh	PLCg1 inh	DDE Tn7 FP inh	PLC-beta3 inh	ARFGAP1 inhibitor	MBD2 DNA inh	UHRF1 MBD2 ctr
O=C(CSc1nnc(Cc2ccccc2)o1)NCc1ccco1	-1	-4	-0.5	-2	1	2	5	-13	-6	-3
COc1ccc(/C=C(\NC(=O)c2ccccc2)C(=O)N2CCN(C)CC2)cc1OC	-5	3	0.3	-4	-3	2	-11	-5	9	6
Cn1c(=O)[nH]c(=O)c2[nH]c(CN3CCN(C(=O)c4ccco4)CC3)nc21	-11	8	-0.6	-6	6	2	-4	3	2	4
CCOc1ccccc1NC(=O)c1c(Br)cnn1C	-2	4	-0.7	-1	2	4	-6	6	6	0
CN(C)Cc1nnnn1-c1cccc(-n2nnnc2CN(C)C)c1	0	1	0.4	-4	-1	-4	3	-1	-2	6
COC(C(=O)NC(C(C)C)C(C)C)c1ccccc1 (configuration not stated)	-6	-5	0.5	-2	1	-5	3	-2	-2	-2
COc1ccccc1N(C(=O)CNC(=O)c1ccco1)C(C(=O)NC1CCCC1)c1ccco1 (configuration not stated)	2	-4	0.3	0	-1	2	-3	11	2	-1
Cc1oc2cc3oc(=O)c(CCC(=O)NC4CC4)c(C)c3cc2c1C	11	-15	1.2	-29	-71	6	-83	-1	-2	-1
Cc1ccc(S(=O)(=O)N(C)CC(=O)NCC(=O)Nc2ccc(F)c(F)c2F)cc1	3	9	0.1	-1	2	3	-4	15	3	-1
O=C1C2C3CCC(C3)C2C(=O)N1CNc1ccccc1 (configuration not stated)	2	8	0.1	1	0	-2	2	12	-4	0
CSc1ccccc1NC(=O)Nc1ccc(Cl)cc1	-5	-1	0.3	1	1	5	1	8	-1	-2
CCOC(=O)C1(Cc2ccccc2)CCN(Cc2ccc3cc(NC(C)=O)ccc3n2)CC1	-3	6	-5.3	-33	-91	1	-113	10	7	4
Fc1ccc(OCc2nnc(SCCN3CCOCC3)o2)cc1	8	-6	0.3	1	2	8	4	-16	-1	-2
CC(C)(C)NC(=O)NC(=O)COC(=O)c1cccc(OC(F)F)c1	-6	15	0.0	-2	5	0	-10	-1	5	5
Cc1nn(-c2ccccc2)c(C)c1/C=C/C(=O)OCC(=O)Nc1ccc(S(N)(=O)=O)cc1	-3	4	-0.1	-3	2	-3	0	-2	-3	0
CCS(=O)(=O)N1CCC(C(=O)NCCC2=CCCCC2)CC1	7	-4	0.0	-1	2	-2	6	-14	1	0

From PubChem

Hits appear at their usual frequency; about 4.1% have a hit in one of these screens.
